H9c2 protect – myocardial damage modulation in H9c2 cells. H9c2 cardiomyocytes, H2O2 injury protection, ATPLite, 2 h. protection from H2O2 cell death, % at 20 µM. hit rate 0.63% among 360,000;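 active means compounds giving at least 50% protection of heart cells from peroxide-induced death in the single-dose screen, raw or plate-pattern-corrected value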;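 further: 0% = DMSO wells with peroxide and 100% = DMSO wells without peroxide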
PDI turbidity – PDI (human) enzyme inhibition; inhibition, % at 10 µM; PDI insulin aggregation turbidity, A650, 90 min; hit rate 0.052% among 350,000; P07237;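 active means mean inhibition across replicates of 30% or more, whatever share of single replicates reach that level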;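 further: absorbance from insulin aggregation driven by PDI reduction with DTT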
ABHD5 PLIN5 PPI – ABHD5-PLIN5 protein interaction inhibition; Q00G26+Q8WTS1; Split G. princeps luciferase complementation, luminescence, 4 h; inhibition, % at 4 µM; hit rate 0.78% among 360,000; AID 602281;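 active means inhibition above the mean inhibition across every tested compound plus 3 SD, cut at about 22% in these data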;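 further: 0% = DMSO only wells and the 100% control is not disclosed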
Target sequence (Q00G26 whole entry, looked up): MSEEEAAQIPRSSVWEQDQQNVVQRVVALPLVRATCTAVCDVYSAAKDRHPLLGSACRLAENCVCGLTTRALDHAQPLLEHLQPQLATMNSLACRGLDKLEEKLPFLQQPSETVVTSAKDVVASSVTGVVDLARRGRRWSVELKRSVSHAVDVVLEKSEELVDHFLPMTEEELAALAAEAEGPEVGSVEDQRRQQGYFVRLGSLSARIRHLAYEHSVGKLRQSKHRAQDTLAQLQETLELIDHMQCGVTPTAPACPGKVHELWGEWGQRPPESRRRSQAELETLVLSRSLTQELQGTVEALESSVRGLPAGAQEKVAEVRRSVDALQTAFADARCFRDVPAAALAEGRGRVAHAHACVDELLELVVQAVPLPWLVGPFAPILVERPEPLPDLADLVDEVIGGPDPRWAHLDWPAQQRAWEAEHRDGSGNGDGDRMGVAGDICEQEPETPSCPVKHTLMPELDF
Target sequence (Q8WTS1 whole entry, looked up): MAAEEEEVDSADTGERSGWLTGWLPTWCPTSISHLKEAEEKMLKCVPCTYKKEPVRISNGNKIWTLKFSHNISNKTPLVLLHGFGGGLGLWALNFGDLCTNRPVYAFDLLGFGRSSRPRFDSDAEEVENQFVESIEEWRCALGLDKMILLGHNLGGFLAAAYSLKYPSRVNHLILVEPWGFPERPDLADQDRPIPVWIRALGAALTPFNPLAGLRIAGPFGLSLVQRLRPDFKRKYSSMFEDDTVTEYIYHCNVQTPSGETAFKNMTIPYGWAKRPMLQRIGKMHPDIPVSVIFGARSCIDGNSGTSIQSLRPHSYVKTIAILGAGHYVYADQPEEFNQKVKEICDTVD
Exocytosis inh – lytic granule exocytosis inhibition | hit rate 0.66% among 360,000 | AID 651702 | TALL-104 LAMP-1 surface exposure, flow cytometry; cells stimulated with thapsigargin and PMA | inhibition, % at 10 µM;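 active means inhibition above about 55%, limit read from the data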
Glyco luc inh – N-linked glycosylation inhibition; hit rate 0.23% among 360,000; AID 588692; reporter increase, % at 12.5 µM; D54 ERlucT glycosylation luciferase reporter, 24 h; percent of 100 nM tunicamycin response;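 active means mean luciferase reporter signal, scaled so untreated is 0 and the glycosylation-blocking control 100, at or above a set limit in every replicate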;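 further: luciferase carries N-glycosylation sites so blocking glycosylation raises the light; 0% = median of neutral control wells and 100% = median of 100 nM tunicamycin wells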
m5-HT2A agonist – mouse HTR2A agonism via beta-arrestin recruitment; P35363; CHO-K1 mHTR2A beta-arrestin complementation, luminescence; percent of 30 µM serotonin response; activation, % at 7.6 µM; hit rate 0.66% among 360,000; AID 624169;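 active means activation above a run cutoff, the mean activation of all tested compounds plus 3 SD, cut at about 14% in these data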;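 further: 0% = plate median of compound wells and 100% = 30 µM serotonin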
ABCB6 inh 2 – human ABCB6 transporter inhibition | Q9NP58 | K562-ABCB6 porphyrin accumulation, flow cytometry, 1 h; active compounds read low | fluorescence ratio to DMSO, % at 10 µM | hit rate 0.19% among 360,000;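 active means fluorescence ratio to DMSO below 75%, the collection mean minus 3 SD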;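 further: signal is porphyrin accumulated inside mitochondria; 100% equals median channel fluorescence of DMSO control wells; lower ratio means ABCB6 inhibition with less porphyrin fluorescence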
CaV13 ICDI inh – Disruptors of the CACNA1D IQ motif to Ca2+-dependent inactivation inhibitor domain association, primary screening, Förster resonance energy transfer in intact living … | HEK cells, CFP/YFP FRET ICDI-IQ, plate reader, 10 min; percent FRET-ratio fall versus neutral wells | inhibition, % at 12.3 µM | hit rate 0.098% among 340,000 | AID 743397;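 active means mean replicate inhibition of at least 30% and at least 1% of replicates passing that level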;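 further: 0% = median of the neutral control wells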
MC4R barr agon – agonists of human melanocortin 4 receptor (MC4R) beta-arrestin; P32245; U2OS MC4R beta-arrestin complementation, luminescence; percent of melanotan II response, DMSO zero; activation, % at 8.9 µM; hit rate 0.98% among 360,000;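 active means activation above a per-plate cutoff, the mean activation of sample wells on that plate plus 3 SD, cut at about 8% in these data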
MC4R antagonist – antagonists of human melanocortin 4 receptor (MC4R); P32245; MC4R-expressing cells, MTII-stimulated cAMP, LANCE TR-FRET; inhibition, % at 6.5 µM; hit rate 0.48% among 360,000; AID 540295;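 active means inhibition above its plate's cutoff, the mean of tested wells on that plate plus 3 SD, cut at about 29% in these data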;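 further: 0% = Melanotan II alone and 100% = Melanotan II plus saturating MCL0020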
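Material – human MC4R-expressing U2OS cells · Repeats – no replicates · Detection – TR-FRET with Eu-cAMP and labeled anti-cAMP, 671 nm · Times – compound 30 min, challenge 1 h, detection 1 h · Compound – single nominal compound dose of 6.5 µM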
Numbers without * were called inactive; · = no result given. No enrichment for hits. About 4.2% of those tested had a hit in this group.

SMILES | H9c2 protect | PDI turbidity | ABHD5 PLIN5 PPI | Exocytosis inh | Glyco luc inh | m5-HT2A agonist | ABCB6 inh 2 | CaV13 ICDI inh | MC4R barr agon | MC4R antagonist
CC1(C)CC(NC(=O)C2CCN(S(=O)(=O)c3ccc(F)cc3)CC2)CC(C)(C)N1 | -2 | -8 | -1 | -1 | -2 | -1 | 104 | -5 | -2.1 | 5
CCCCCC(=O)N1C[C@@H](n2cc(C3CC3)nn2)[C@H](O)C[C@@H]1c1ccccc1 | 2 | 5 | 6 | -2 | 1 | -4 | 105 | -2 | 0.1 | 10
Cc1ccc(N2C(=O)N3[C@@H]4c5ccccc5OC[C@@H]4[C@@H](c4ccccc4)[C@@]3(C)C2=O)cc1 | -7 | -2 | -1 | 1 | -2 | -1 | 101 | -5 | -1.6 | 5
COc1cc(CCC(=O)OCC(=O)N2CCc3ccccc32)cc(OC)c1OC | -3 | -7 | -4 | 2 | 1 | -3 | 93 | -18 | 1.2 | 8
O=C(Cn1ccc([N+](=O)[O-])n1)NCc1ccco1 | 2 | 3 | 3 | 0 | 2 | 3 | 96 | -10 | -2.2 | 8
COc1cc(C)c(S(=O)(=O)NOCc2ccc([N+](=O)[O-])cc2)c(C)c1C | 3 | 1 | 3 | -8 | -3 | 2 | 95 | -2 | 6.0 | 3
COc1ccccc1-c1cc2nc(-c3ccccc3)cc(N3CCN(C(=O)c4ccco4)CC3)n2n1 | 55* | -3 | 4 | 1 | -13 | 3 | 98 | -10 | 2.5 | 29*
CC(=N)c1c(O)c2ccccc2oc1=O | 2 | -4 | 0 | -8 | 4 | 4 | 96 | -6 | 1.1 | 4
Cc1nc2cc(NC(=O)NCc3ccccc3)ccc2o1 | 6 | -3 | -5 | 6 | 2 | -1 | 95 | · | -2.5 | -1
CSc1ccccc1OCc1cc(C(=O)N2CCNC(=O)C2)no1 | 5 | 0 | -3 | -2 | 0 | 1 | 91 | -8 | -2.5 | -1
Cc1ccccc1Nc1c(-c2ccccn2)nc2ccccn12 | 10 | 15 | -6 | 1 | 8 | -11 | 94 | -4 | -1.4 | 14
COc1ccc(NC(=O)CCNC(=O)Cn2cnc3sc4c(c3c2=O)CCCC4)cc1OC | 0 | 3 | 6 | -7 | 1 | -4 | 102 | -2 | -1.8 | 10
COc1ccccc1C(=O)NC(CCSC)C(=O)NCC(c1ccco1)N(C)C (centres undefined) | -2 | -4 | -4 | -2 | -2 | 1 | 101 | -6 | -0.6 | -4
CCC(=O)N1CCCC1(C)C(=O)NCc1ccc(SC)cc1 (centres undefined) | -2 | 18 | 2 | 4 | 1 | -3 | 98 | -5 | -3.0 | 3
CN(CC(=O)Nc1ccc(F)cc1)C(=O)CN1C(=O)NC2(CCCC2)C1=O | -3 | 4 | 12 | 2 | -1 | 20* | 105 | -5 | 0.8 | -9
O=C(NCC1CCCN(Cc2nccs2)C1)c1cccc2ccccc12 (centres undefined) | -2 | 1 | 0 | -3 | -1 | -9 | 102 | -10 | -0.9 | 17
Cc1cnc(C(=O)OC(C)C(=O)NCc2ccccc2)cn1 (centres undefined) | 14 | -2 | -12 | 3 | 4 | 2 | 100 | -7 | -4.0 | -3
Cc1noc(C)c1C(=O)OCC(=O)NCc1ccccc1 | -1 | 2 | -1 | 3 | 0 | 3 | 90 | -5 | -0.4 | -1
FC(F)(F)c1cc(Cl)c2nc(-c3ccccc3)c(Cc3cccc(Cl)c3)n2c1 | · | · | 2 | -1 | · | 3 | 113 | -7 | · | ·
CCNC(=O)C1(C)CCN(C(=O)c2cccc(OC(C)=O)c2C)C1 (centres undefined) | 0 | 10 | 9 | -3 | 2 | 0 | 100 | -5 | -0.8 | 2
CC1(C)CC(O)C(CCC(O)c2ccccc2)C(C)(C)N1 (centres undefined) | -5 | -3 | 2 | 0 | 2 | 2 | 103 | -7 | 0.9 | 9
CCCNC(=O)Cn1cnc2sc(C(=O)N3CCCC(C(=O)OCC)C3)c(C)c2c1=O (centres undefined) | -4 | 6 | 3 | -1 | 1 | -3 | 101 | · | -0.4 | 9
CCOc1ccc(CCNC(=O)COC(=O)c2ccc(Cl)nc2)cc1OCC | -6 | 10 | 2 | 7 | -2 | 5 | 90 | -2 | -2.0 | 3
Cn1c(CCNC(=O)c2cc(COc3ccc(F)c(F)c3)on2)nc2ccccc21 | -1 | 25 | 6 | 1 | 0 | -3 | 100 | -7 | -3.1 | -7
Cc1ccc(S(=O)(=O)NCCC(=O)Nc2nccs2)cc1 | 0 | -4 | 8 | -1 | 1 | 6 | 104 | 5 | 3.1 | -1
CCOc1ccc(C(=O)NNC2CC(=O)N(CCc3ccccc3)C2=O)cc1OC (centres undefined) | 0 | -6 | 0 | 8 | 4 | -3 | 103 | -13 | 0.6 | 14
CCOC(=O)c1sc(N)nc1C(F)(F)F | 5 | -82 | 1 | 5 | 0 | -1 | 90 | -7 | -1.7 | 4
CC(=O)CCc1oc2ccc(C)cc2c1-c1ccc(C)o1 | -18 | -1 | 13 | 91* | 7 | 4 | 97 | 2 | -0.7 | 5
COc1cc(C)c(CN2CCC(n3nccc3NC(=O)C3CC3)CC2)cc1C | 6 | 0 | -1 | 1 | · | -7 | 104 | -3 | -1.5 | 7
Cc1ccc(-c2ccc(CCC(=O)O)n2NC(N)=S)cc1 | 10 | -2 | 8 | -5 | -1 | 1 | 104 | -9 | 1.9 | -1
COCCCNC(=O)C[C@@H]1C[C@@]2(C(=O)OC)CCCCC=C2N(CCc2ccc(OC)c(OC)c2)C1=O | · | · | 8 | -7 | · | 2 | · | -9 | · | ·
Cc1ccc2nc(NCCc3ccc(Cl)cc3)c3nncn3c2c1 | 2 | -9 | 0 | -17 | 9 | -1 | 91 | -3 | -1.8 | -9
COc1cc(NC(=O)c2ccc(COCC(F)(F)F)o2)cc(OC)c1OC | -2 | 2 | -1 | -2 | 3 | 2 | 88 | -9 | 2.5 | -3
CCN(CC)c1ccc(/C=N/N2CCN(Cc3ccccc3Cl)CC2)cc1 | -1 | -2 | -12 | 4 | -2 | -5 | 97 | -5 | 0.2 | 10
Cc1ncc(CN2CCC(CO)(Cc3ccccc3)CC2)s1 | -2 | 16 | -3 | 6 | 0 | 2 | 94 | -6 | -0.2 | 5
Cc1cc(C(=O)CNCc2ccco2)c(C)n1-c1ccc(F)cc1 | -13 | -3 | -4 | -3 | -16 | 1 | 98 | -5 | -1.3 | -5
COC(=O)C1=C(CSCc2ccco2)NC(=O)NC1c1cc(C)ccc1C (centres undefined) | 9 | 0 | 0 | -2 | -2 | -2 | 96 | -5 | -1.7 | 6
CCc1noc(C)c1C(=O)N(CC)CC(=O)NCc1ccc(Cl)cc1 | 0 | -6 | 2 | -4 | 3 | -1 | 103 | -2 | 2.8 | 9
CCOC(=O)C1(Cc2cccc(F)c2)CCN(C(=O)Cc2cccnc2)CC1 | 7 | 3 | 13 | 3 | 3 | 1 | 106 | -4 | 0.7 | 0
Cc1ccc2cc(-c3noc(C4CCCCC4)n3)c(=O)[nH]c2c1 | -15 | -4 | -5 | 1 | 1 | -4 | 101 | -6 | 0.1 | -4
Cc1nn(-c2nc3ccccc3[nH]2)c(N)c1-c1ccccc1 | -14 | 19 | -5 | 1 | -1 | -1 | 94 | -5 | -2.1 | 12
COc1ccc2c(c1)/C(=C\c1cccc(/C=C3/C(=O)Nc4ccc(OC)cc43)n1)C(=O)N2 | 1 | 4 | 51* | 16 | -14 | 2 | 99 | -6 | -1.7 | -34
O=C(O)c1cccc(N=NN2CCOCC2)c1 | 0 | 6 | 2 | -1 | 3 | 4 | 100 | -4 | 0.6 | -4
CC(=O)NC1N=C(C)N(c2ccccc2)C1=O (centres undefined) | -7 | 9 | -23 | 0 | -1 | 0 | 88 | · | -0.3 | 6
O=C(CCS(=O)(=O)c1ccc(F)cc1)Nc1nnc(-c2ccc(F)cc2)o1 | 8 | 7 | -5 | -2 | -11 | 6 | 104 | -6 | -1.0 | 0
N#Cc1c(N2C(=O)C3C4C=CC(C4)C3C2=O)sc2c1CCC2 (centres undefined) | 5 | -5 | 6 | -2 | 1 | 3 | 101 | -6 | 0.8 | 2
O=C1CCCC(O)=C1N=Nc1c(Cl)cc(Cl)cc1Cl | -4 | -1 | 2 | -5 | 6 | 3 | 99 | -4 | -1.2 | -6
Cc1c(C(=O)O)oc2ccc(S(=O)(=O)N3CCC(C)CC3)cc12 | 15 | 11 | 8 | -8 | 1 | -4 | 90 | -7 | 1.0 | 8
CCOc1ccc(/C=N/Nc2ccccn2)cc1OC | -9 | -1 | 0 | -1 | -1 | -2 | 99 | 15 | -2.5 | 1
CC(C)(C)C(=O)Cn1ncc(N2CCOCC2)c(Br)c1=O | 1 | -1 | -5 | 1 | 2 | 4 | 101 | 4 | 0.2 | 11
COc1ccc(C(c2nnnn2C2CCCCC2)N2CCN(C/C=C/c3ccccc3)CC2)cc1 (centres undefined) | -7 | · | 4 | 16 | -5 | -3 | 98 | -6 | · | ·

Entries shown so far that contain fluorine (nine):
SMILES | H9c2 protect | PDI turbidity | ABHD5 PLIN5 PPI | Exocytosis inh | Glyco luc inh | m5-HT2A agonist | ABCB6 inh 2 | CaV13 ICDI inh | MC4R barr agon | MC4R antagonist
CC1(C)CC(NC(=O)C2CCN(S(=O)(=O)c3ccc(F)cc3)CC2)CC(C)(C)N1 | -2 | -8 | -1 | -1 | -2 | -1 | 104 | -5 | -2.1 | 5
CN(CC(=O)Nc1ccc(F)cc1)C(=O)CN1C(=O)NC2(CCCC2)C1=O | -3 | 4 | 12 | 2 | -1 | 20* | 105 | -5 | 0.8 | -9
FC(F)(F)c1cc(Cl)c2nc(-c3ccccc3)c(Cc3cccc(Cl)c3)n2c1 | · | · | 2 | -1 | · | 3 | 113 | -7 | · | ·
Cn1c(CCNC(=O)c2cc(COc3ccc(F)c(F)c3)on2)nc2ccccc21 | -1 | 25 | 6 | 1 | 0 | -3 | 100 | -7 | -3.1 | -7
CCOC(=O)c1sc(N)nc1C(F)(F)F | 5 | -82 | 1 | 5 | 0 | -1 | 90 | -7 | -1.7 | 4
COc1cc(NC(=O)c2ccc(COCC(F)(F)F)o2)cc(OC)c1OC | -2 | 2 | -1 | -2 | 3 | 2 | 88 | -9 | 2.5 | -3
Cc1cc(C(=O)CNCc2ccco2)c(C)n1-c1ccc(F)cc1 | -13 | -3 | -4 | -3 | -16 | 1 | 98 | -5 | -1.3 | -5
CCOC(=O)C1(Cc2cccc(F)c2)CCN(C(=O)Cc2cccnc2)CC1 | 7 | 3 | 13 | 3 | 3 | 1 | 106 | -4 | 0.7 | 0
O=C(CCS(=O)(=O)c1ccc(F)cc1)Nc1nnc(-c2ccc(F)cc2)o1 | 8 | 7 | -5 | -2 | -11 | 6 | 104 | -6 | -1.0 | 0
